Bioassay records (PubChem)
DRD3 agonist: agonists of human D3 dopamine receptor. D3R DiscoveRx beta-arrestin cells, luminescence, 90 min. P35462. max activation, %. hit rate 0.58% among 410,000; in the data active means max activation above about 30%; further: 0% is about no effect; mostly tested at two doses, the higher about 12 µM
Target sequence (P35462 whole entry, looked up): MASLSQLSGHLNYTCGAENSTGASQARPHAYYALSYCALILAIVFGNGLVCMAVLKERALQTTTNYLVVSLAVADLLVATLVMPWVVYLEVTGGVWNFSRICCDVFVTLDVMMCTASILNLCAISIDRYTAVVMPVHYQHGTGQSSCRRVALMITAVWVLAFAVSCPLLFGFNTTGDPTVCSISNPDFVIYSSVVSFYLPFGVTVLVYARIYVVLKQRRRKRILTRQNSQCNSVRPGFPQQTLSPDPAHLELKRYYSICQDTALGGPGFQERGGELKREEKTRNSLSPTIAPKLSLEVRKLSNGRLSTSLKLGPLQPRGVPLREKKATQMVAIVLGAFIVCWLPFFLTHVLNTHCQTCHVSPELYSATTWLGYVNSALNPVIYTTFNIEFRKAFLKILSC
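Agonist-mode cell screen: cells plated at 1500/well and incubated overnight at 37 °C, then exposed to library compounds for 90 min at 37 °C. Detection reagent was added for 30–60 min at room temperature, and luminescence was read.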
CCT modulator: changes cytosolic chaperonin activity; activity change, % (test concentration not listed), hits read low; purified chaperonin ATPase assay, HTRF ADP detection, 30 min; hit rate 0.3% among 360,000; AID 651819; in the data active means activity change below about -30%; further: on the % scale 0 is the no-effect control and ±100 the full control effect
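TRiC (40 or 20 nM final, by batch activity) in 30 mM Tris pH 7.4, 100 mM KCl, 5 mM MgCl2, 1 mM DTT was treated with compound at 76 uM single dose, then 10 uM ATP, 30 min at 37 °C. ADP was read by HTRF Transcreener.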
Akt phos inh: inhibitors of Akt phosphorylation; Neuro2A IGF-stimulated pAkt S473 HTRF, 20 min; hits give low values; activity change, % for hits at 50 µM; hit rate 0.32% among 360,000; in the data active means activity change below about -80%; inconclusive means mostly about -51% to -80%; further: on the % scale 0 is the no-effect control and ±100 the full control effect
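Neuro2A cells in DMEM with 0.5% FBS, overnight at 37 deg C, given compound at single 50 µM final, then IGF (6 nM final) for 20 min at 37 deg C. Lysed; phospho-Akt Ser473 by HTRF after 24 h, 665/615 ratio.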
EPAC2 antagonist: EPAC2 (human) antagonism; EPAC2 GEF exchange of Rap1B-BODIPY-GDP, fluorescence; Potency, µM (top dose mostly 114 µM), for the others: top-dose activity, negative = inhibition, usual class: inhibitors; hit rate 0.18% among 360,000; Q8WZA2; AID 720708; further: potency means the concentration at half of the fitted maximal effect; on the % scale 0 is the no-effect control and ±100 the full control effect; nearly all actives have a fitted effect of over 45% in size; many of its hits are not listed in these tables
EPAC2 agonist: EPAC2 (human) agonism; Q8WZA2; EPAC2 activation, biochemical qHTS; response scale: 100% = 6.5 mM cAMP response; Potency, µM (top dose mostly 154 µM), without a hit: top-dose activation, usual class: activators; hit rate 0.079% among 360,000; further: potency means the concentration at half of the fitted maximal effect; nearly all actives have a fitted effect of over 50% in size
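Nucleotide exchange monitored as fluorescence drop when BODIPY-GDP leaves Rap1B. Reaction: 100 nM EPAC2, 250 nM RAP1B-BODIPY-GDP, 50 uM GDP, room temperature, kinetic read over 30 min. Activity expressed relative to 6.5 mM cAMP.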
D3 antag: antagonists of human D3 dopamine receptor. P35462. D3R cells, DiscoveRx beta-arrestin luminescence, antagonist mode; hits give low values. max response, negative = inhibition, %. hit rate 2.5% among 360,000; in the data active means max response below about -50%; inconclusive means no clear call, values can overlap the other calls; further: on the % scale 0 is the no-effect control and ±100 the full control effect; mostly tested at two doses, the higher about 12 µM
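Cells expressing the human receptor were seeded at 1500 cells/well, incubated overnight at 37 degrees C in 5% CO2, then exposed to library compounds with dopamine controls for 90 minutes at 37 degrees C before luminescent detection.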
PTHR1 ag: PTHR1 (human) receptor agonism | HEK293 GP2 PTHR1 cells, GloSensor cAMP luminescence, 1 h | hit rate 0.075% among 410,000 | Potency, µM (top dose mostly 115 µM), for inactives: top-dose activation, actives largely listed as activators | Q03431; further: potency means the concentration at half of the fitted maximal effect; nearly all actives have a fitted effect of over 55% in size; some results filed as inactive show a strong effect at the top dose; inactives centre near -15; many of its hits are not listed in these tables
Target sequence (Q03431 whole entry, looked up): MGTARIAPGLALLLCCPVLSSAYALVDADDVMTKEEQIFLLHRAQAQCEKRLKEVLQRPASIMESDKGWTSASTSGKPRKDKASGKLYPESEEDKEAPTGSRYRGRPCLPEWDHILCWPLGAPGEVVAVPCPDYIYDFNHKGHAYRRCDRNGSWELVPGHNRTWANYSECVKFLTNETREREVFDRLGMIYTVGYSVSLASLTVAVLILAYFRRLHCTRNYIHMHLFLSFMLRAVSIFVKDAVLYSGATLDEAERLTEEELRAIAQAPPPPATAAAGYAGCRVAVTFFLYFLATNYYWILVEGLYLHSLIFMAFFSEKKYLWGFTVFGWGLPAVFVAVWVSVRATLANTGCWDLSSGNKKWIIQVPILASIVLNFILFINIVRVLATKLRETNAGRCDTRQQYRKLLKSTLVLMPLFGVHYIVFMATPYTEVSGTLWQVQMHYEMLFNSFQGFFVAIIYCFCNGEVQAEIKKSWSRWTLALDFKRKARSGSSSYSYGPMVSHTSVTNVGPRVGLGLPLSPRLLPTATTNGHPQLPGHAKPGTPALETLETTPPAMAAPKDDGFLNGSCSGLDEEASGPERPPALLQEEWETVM
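HEK-293-derived GP2 cells expressing PTHR1 and a GloSensor cAMP reporter, 3,000/well, plated overnight, given luciferin plus IBMX (each 0.5 mM as added) for 1 h at 37 °C, then compound for 1 h at 37 °C. Luminescence was read after 15 min at room temperature.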
Mm-Cpn inhibitor: M. maripaludis TRiC chaperonin inhibition; purified Mm-Cpn ATPase, ADP Transcreener TR-FRET; Potency, µM (top dose mostly 76.9 µM), for the others: top-dose activity, negative = inhibition, usual class: inhibitors; hit rate 0.031% among 330,000; further: potency means the concentration at half of the fitted maximal effect; on the % scale 0 is the no-effect control and ±100 the full control effect; nearly all actives have a fitted effect of over 80% in size
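ATPase read-out: TR-FRET ADP immunoassay (anti-ADP Eu cryptate vs ADP-d2), ex 320 nm, em 590/665 nm; signal drops as ADP forms. Enzyme 25 nM, ATP 10 uM, 30 min at 37°C after 10 min compound preincubation.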
Numbers without * were called inactive; i = inactive; ? = inconclusive; / = no result given; [ ] = remark or other dose. Unless noted, the call rests on the fitted dose curve; in most records, active means well fitted curve in the direction sought with a large enough effect; inconclusive means small, poorly fitted or top-dose-only effect, or another doubt; inactive means no such curve, though single readings can be large; an effect the other way counts as inactive or inconclusive. A portion of the library; the hit share may differ from the screen's.

SMILES	DRD3 agonist	CCT modulator	Akt phos inh	EPAC2 antagonist	EPAC2 agonist	D3 antag	PTHR1 ag	Mm-Cpn inhibitor
CN(Cc1cnn(-c2ccc(F)cc2)c1)C(=O)[C@H]1O[C@@H](n2ccc(N)nc2=O)[C@H](O)[C@@H]1O	0.4	-1.4	i	11.3%	6.8%	-13.2	-12.0%	/
CC1(C)CC(=O)C2=C(C1)N=c1s/c(=C/c3ccc(F)c(F)c3)c(=O)n1C2c1ccc(F)cc1 (stereo not drawn)	-6.5	-0.6	i	-3.7%	11.3%	-24.9	-2.7%[57.5 µM]	-0.1%
N#CC1(NC(=O)COC(=O)Cc2c[nH]c3ccccc23)CCCCC1	-3.8	-2.8	i	-16.2%	10.4%	-22.8	-23.9%	/
CCOc1ccccc1C1C(C#N)=C(N)Nc2onc(-c3ccccc3)c21 (stereo not drawn)	-8.4	0.9	/	-11.0%	0.0%[15.6 µM]	18.8	i	2.3%
CC(C)CCNC(=O)C(c1ccc(O)cc1)N(C(=O)C1COc2ccccc2O1)c1cccc(O)c1 (stereo not drawn)	9.6	-1.1	i	-25.8%	-5.4%	10.5	i	-0.5%
O=C(CSc1nc2ccccc2[nH]1)NCC1CCCO1 (stereo not drawn)	2.6	-14.7	i	-0.5%	1.3%	8.6	-0.9%	0.4%
CCOc1ncccc1C(=O)Nc1ncc(C)s1	-3.3	-2.0	i	-2.2%	-6.1%	-5.5	7.2%	3.0%
CCN(CC(=O)Nc1ccc2c(c1)OCCO2)C(=O)CC(NC(C)=O)c1ccccc1 (stereo not drawn)	0.6	-0.4	i	5.2%	5.3%	4.9	-11.7%	-0.1%
CN1CCN(c2oc(-c3ccco3)nc2S(=O)(=O)c2ccccc2)CC1	-16.1	-2.7	i	-1.9%	4.9%	0.0	-23.9%	1.2%
CCN(CC(=O)Nc1ccccc1C(F)(F)F)CC(=O)c1[nH]c(C)c(C(C)=O)c1C	1.7	-1.4	i	-4.0%	13.0%	-5.4	-50.3%[inhibitor]	/
CN(C(=O)c1cccc(S(=O)(=O)N2CCCCC2)c1)C1CCS(=O)(=O)C1 (stereo not drawn)	1.2	-2.2	i	4.6%	-3.3%	-25.8	i	0.8%
O=Nc1c2cc3ccccc3[nH]c-2c2ccccc12	5.2	2.0	i	10.7%	-2.1%	0.6	-40.9%[inhibitor]	/
CC(=O)Oc1ccc(/C=C(\NC(=O)c2ccco2)C(=O)NCc2ccccc2)cc1	6.3	-1.2	i	2.9%	8.7%	-9.3	i	0.3%
CC(NS(=O)(=O)c1ccc([N+](=O)[O-])cc1)C(c1cccs1)N1CCOCC1 (stereo not drawn)	-4.1	0.2	i	5.9%	2.5%	-16.7	i	1.3%
COc1ccc([N+](=O)[O-])cc1NC(=O)C1CCCCC1C(=O)O (stereo not drawn)	-2.4	-0.8	i	-5.8%	-0.3%	-10.5	i	?
Cn1c(CS(=O)Cc2c(Cl)cccc2Cl)nnc1SCc1c(Cl)cccc1Cl (stereo not drawn)	-1.7	-3.7	/	-2.9%	9.0%	?	-8.9%[57.5 µM]	-0.3%
COc1ccccc1Nc1ccc2c(O)cc(S(=O)(=O)O)cc2c1	0.9	-0.2	i	?	5.8%	-28.8	-60.8%[inhibitor]	/
CCCCN(C(=O)C1=COCCO1)c1c(N)n(CCC)c(=O)[nH]c1=O	-8.1	-0.3	i	2.6%	?	-9.8	i	-8.1%
COc1ccc(NC(=O)CSc2n[nH]c(-c3ccncc3)n2)cc1Cl	4.9	-1.1	i	1.4%	3.4%	9.1	i	-1.5%
CC(NC(=O)C12CC3CC(C1)CC(n1cncn1)(C3)C2)C12CC3CC(CC(C3)C1)C2 (stereo not drawn)	7.9	-1.9	i	2.5%	3.8%	-23.9	9.5%[57.5 µM]	-1.9%
CC1CCN(S(=O)(=O)c2cc(F)ccc2CN2C(=O)c3cccnc3C2=O)CC1	7.4	1.1	i	2.3%	1.1%	11.5	i	-2.5%
Cc1ccc(Cn2nc3c4cc(F)ccc4n(Cc4ccc(F)cc4)cc-3c2=O)cc1	-6.1	-3.1	i	-0.7%	4.6%	-17.6	i	2.7%
COc1ccc(C(=O)N/C(=C\c2ccc(Cl)cc2)C(=O)NCC2CCCO2)cc1 (stereo not drawn)	7.5	-0.2	i	13.2%	-2.9%	13.8	i	-0.4%
COc1ccc(NC(=O)CN(C)C(=O)c2cc3c(s2)CCCCC3)cc1	4.2	0.4	i	-12.2%	-4.1%	16.2	-33.0%[inhibitor]	-1.0%
COc1cc(C(=O)C(=O)c2cc(OC)c(O)c(OC)c2)cc(OC)c1O	-8.0	0.3	i	13.3%	7.4%	0.5	?	-1.3%
COc1ccc2c(c1)-c1ccccc1S(=O)(=O)N2C(C)=O	6.5	3.4	/	26.5%	3.0%	10.1	-17.9%[57.5 µM]	-4.8%
COC(=O)c1cnn(-c2ccc(F)cc2F)c1/C=N/NC(N)=S	-3.6	-2.1	i	5.2%	11.3%	-5.5	-37.9%[inhibitor]	-0.8%
CC(=O)Nc1cc(-c2ccc(F)cc2)cn2c(-c3ccc(F)c(Cl)c3)cnc12	-1.0	1.6	i	4.0%	-0.9%	-6.7	i	/
O=C(Nc1cccc2c1CCCC2)C1CCN(c2nnnn2-c2ccccc2)CC1	3.2	-0.9	i	-0.1%	-6.4%	-15.6	i	1.6%
c1ccc(-c2nnc(CN3CCN(C(c4ccccc4)c4ccccc4)CC3)o2)cc1	-10.5	1.5	i	-23.5%	12.3%	-56.0*	-23.4%	-0.4%
Cc1c(N=Nc2ccc(N(C)C)cc2)c(=O)n(-c2ccccc2)n1C	2.2	1.4	i	-5.1%	-3.1%	-2.7	-9.6%	-4.7%
Cc1cc(=O)oc2cc(OC(C)C(=O)N3CCOCC3)c(Cl)cc12 (stereo not drawn)	2.4	1.5	i	-6.0%	9.8%	7.0	-2.6%	/
CC(=O)c1ccc(OCC(=O)OC(C)C(=O)NC2CCCCC2)cc1 (stereo not drawn)	-0.1	0.8	i	-18.9%	0.6%	5.4	-12.0%	-2.1%
Cn1nnnc1Sc1ncnc2scc(-c3ccc(F)cc3)c12	5.1	-3.0	i	-3.8%	6.4%	-56.6*	-2.7%	-13.2%
CCCC(=O)Nc1ccc(-c2nc3cc(C)c(C)cc3o2)cc1	7.3	0.1	/	-5.9%	-7.3%	29.8	i	-2.3%
COc1cc(C(=S)N2CCOCC2)cc(OC)c1OS(=O)(=O)c1ccc(Cl)cc1	-0.8	-2.4	i	-8.3%	10.9%	-3.7	i	-1.0%

Record cards, from the list above. Values in the order: DRD3 agonist	CCT modulator	Akt phos inh	EPAC2 antagonist	EPAC2 agonist	D3 antag	PTHR1 ag	Mm-Cpn inhibitor
c1ccc(-c2nnc(CN3CCN(C(c4ccccc4)c4ccccc4)CC3)o2)cc1 is listed with -10.5	1.5	i	-23.5%	12.3%	-56.0*	-23.4%	-0.4%
Cc1cc(=O)oc2cc(OC(C)C(=O)N3CCOCC3)c(Cl)cc12 (stereo not drawn) is listed with 2.4	1.5	i	-6.0%	9.8%	7.0	-2.6%	/
Cn1nnnc1Sc1ncnc2scc(-c3ccc(F)cc3)c12 is listed with 5.1	-3.0	i	-3.8%	6.4%	-56.6*	-2.7%	-13.2%
COc1cc(C(=O)C(=O)c2cc(OC)c(O)c(OC)c2)cc(OC)c1O is listed with -8.0	0.3	i	13.3%	7.4%	0.5	?	-1.3%

Carrying on:
SMILES	DRD3 agonist	CCT modulator	Akt phos inh	EPAC2 antagonist	EPAC2 agonist	D3 antag	PTHR1 ag	Mm-Cpn inhibitor
CCCSc1cc(N)cc([N+](=O)[O-])c1	2.8	-2.4	i	-11.5%	5.7%	-0.7	i	-4.1%
COc1c(Br)cc(Br)cc1/C=N/NC(=O)c1cccnc1	-29.4	0.9	i	-4.0%	12.0%	-95.7*	-22.5%	-0.4%
Cc1cc(C(=O)NNc2cc(Cl)ccc2Cl)no1	-4.1	-1.6	i	6.1%	2.5%	-19.7	-10.6%	0.2%
COc1cc(C(=O)NC2CCCc3ccccc32)cc(OC)c1OC (stereo not drawn)	-3.5	0.9	i	-5.8%	3.7%	5.6	i	-1.3%
O=C1CC(C(=O)O)NC(=S)N1 (stereo not drawn)	0.7	-1.4	i	0.9%	2.1%	8.8	-14.4%	/
CCOc1ccc(NC(=O)CCC(=O)c2ccc(Br)cc2)cc1	1.1	-2.1	i	7.8%	7.3%	11.7	-9.1%	1.3%
CN(C)c1ccc(/C=N/NS(=O)(=O)c2ccc(Br)cc2)cc1	2.8	-0.3	i	-7.4%	9.8%	4.9	-13.3%	-0.7%
COc1ccc(C(C)(NC(C)=O)c2nc(-c3cccc(NC(C)=O)c3)cs2)cc1 (stereo not drawn)	7.7	-1.5	i	5.7%	3.3%	-11.3	i	/
CCCCOc1ccccc1NC(=O)CSc1nnnn1C(C)(C)C	5.1	-1.1	i	-2.4%	0.4%	1.1	-7.7%	2.2%
Cc1ccc(N2C(=O)c3ccccc3NC2(C(=O)O)c2ccccc2)cc1Cl (stereo not drawn)	-0.6	0.3	i	1.9%	4.1%	-4.6	i	2.4%
COc1cc(C)c(C(C)C)cc1S(=O)(=O)N1CCN(C)CC1	0.2	1.2	i	16.6%	-1.0%	-18.4	i	-11.5%
CN1C(=O)/C(=C/c2coc3ccc(O)cc3c2=O)SC1=S	-3.0	-1.5	i	2.6%	5.1%	-21.7	18.8%	-2.7%
O=C(O)CCCC(=O)Nc1ccc(C(=O)NCc2cccnc2)cc1	-6.0	0.6	i	7.2%	-0.3%	2.9	i	-0.3%
CN(C)c1nc(NCc2ccccc2)nc(SCC(N)=O)n1	0.0	-5.8	i	2.2%	-2.8%	-1.9	-7.3%	3.8%
N#CN=C1CCCCCN1CC(N)=O	26.3	-2.0	i	-1.0%	1.7%	-12.9	-0.9%[57.5 µM]	-0.3%
c1cc(CSc2nnc(-c3ccc4c(c3)OCO4)o2)ccn1	-0.5	1.0	i	-9.1%	8.2%	6.6	-9.0%	0.9%
CCOc1cc(/C=C/C(=O)OCC(=O)NCC2CCCO2)cc(Cl)c1OC (stereo not drawn)	5.3	-2.2	i	-3.0%	4.8%	-7.1	-21.9%	-0.6%
O=C(CSc1nccn1-c1ncc(C(F)(F)F)cc1Cl)c1ccc(Br)cc1	0.0	0.1	i	-2.0%	3.6%	-2.0	-15.6%[57.5 µM]	0.7%
CC1=C(C(=O)Nc2cccc(C(=O)NCc3ccccc3C)c2)SCCO1	-16.5	1.7	i	-0.1%	2.1%	-27.0	-14.9%	1.5%
